Assay outcomes: PubChem, several laboratories
Spn DPM-DC inh = S. pneumoniae DPM-DC inhibition | AID 556 | purified DPM-DC, PK/LDH coupled NADH fluorescence | 0.49% of 65,000 active | calls only at 10 µM;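 active = the 320 compounds with the highest percent inhibition in the single-dose primary screen, excluding strongly autofluorescent ones, cut at about 32% in these data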;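 also: kinetic rate of NADH fluorescence loss reporting ADP formed by the decarboxylase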
LYP inhibition = LYP phosphatase inhibitors, primary screen, biochemical, DiFMUP fluorescence, recombinant catalytic domain, 10 µM (AID 606). recombinant LYP catalytic domain, DiFMUP fluorescence; higher % means a stronger effect. inhibition, % at 10 µM; hits with a dose series show IC50 in µM. 52,000 tested, under 10 active;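 active = IC50 under 40 µM in the dose-response test; inactive = IC50 of 40 µM or more, or never dose-tested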
Bfl-1 displacement = displacement of Bid BH3 peptide from Bfl-1 – biochemical, fluorescence polarization, FITC-Bid, mouse, primary screen (AID 432); one-dose displacement, % at 20 µM; IC50 in µM for titrated hits; FITC-Bid BH3 peptide fluorescence polarization displacement; higher % means a stronger effect; 0.02% of 64,000 active; in the data active = a potency from the dose series; inactive = the rest, 99 in 100 with displacement below about 15%; also: strong numbers were not always called active
HPDE-C7K KRASV12 = cytotoxicity in KRAS-transformed pancreatic duct cells, primary screen, cell-based, fluorescence, HTS (AID 431); HPDE-C7K KRASV12 cells, Alamar Blue viability, 48 h; higher % means a stronger effect; one-dose cytotoxicity, % at 10 µM; EC50 in µM for titrated hits; 1.7% of 63,000 active;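 active = compounds whose percent cytotoxicity in the single-dose primary screen, scaled between solvent and toxic-drug controls, exceeds 50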;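 also: 0% = DMSO solvent wells and 100% = doxorubicin-treated wells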
Spn MK inh = S. pneumoniae mevalonate kinase inhibition. purified MK, PK/LDH-coupled NADH absorbance 340 nm. inhibition, % at 10 µM. 0.48% of 65,000 active. AID 555;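 active = ranked among the strongest by inhibition in the single 10 µM screen, a fixed top-ranked set picked for dose follow-up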; also: no value below 0 was filed
HPDE-C7 viability = HPDE-C7 pancreatic duct cell viability loss – fluorescence, HTS (AID 430). HPDE-C7 pancreatic duct cells viability, fluorescence; higher % means a stronger effect. cytotoxicity, % at 10 µM, or EC50 in µM where a hit was titrated. 1.8% of 63,000 active;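 also: cells exposed to compound for 48 hours before viability readout; 0% = vehicle and 100% = reference cytotoxic drug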
Spn PMK inh = inhibitors of Streptococcus pneumoniae phosphomevalonate kinase | purified PMK, PK/LDH-coupled NADH absorbance 340 nm | inhibition, % at 10 µM | AID 539 | 0.49% of 65,000 active;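 active = top-ranked compounds by inhibition in the single 10 µM screen, taking a fixed number of the strongest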;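 also: 0% = full reaction with DMSO carrier and 100% = background rate without enzyme reaction; no value below 0 was filed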
Alkaline phosphatase = human TNAP enzyme inhibitors, biochemical, luminescent (AID 518) | one-dose inhibition, % at 20 µM; IC50 in µM for titrated hits | purified TNAP enzyme, luminescent substrate readout; higher % means a stronger effect | 0.09% of 64,000 active; in the data active = a potency from the dose series; inactive = the rest, 99 in 100 with inhibition below about 22%;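 also: plate controls were vehicle for no effect and reference inhibitor for full effect; many of its hits are not listed in these tables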
HT1080 viability = cytotoxicity in HT1080 fibrosarcoma cells, cell-based, fluorescence readout (AID 620); cytotoxicity, % at 10 µM, or EC50 in µM where a hit was titrated; HT1080 viability, fluorescence; higher % means a stronger effect; 0.42% of 87,000 active;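 also: cells exposed to compound overnight then 4 h with Alamar Blue; 0% = vehicle DMSO and 100% = killing control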
Spn PMK inh pilot replicates = second read-out of Spn PMK inh, no call of its own (marks repeat the call); inhibition, %; measured here: pilot screen replicates
Spn MK inh pilot replicates = recorded beside Spn MK inh, whose call it bears; inhibition, %; measured here: pilot screen replicates
Spn DPM-DC inh pilot screen % = also measured in Spn DPM-DC inh; calls as there; inhibition, %; measured here: pilot screen trials
An asterisk follows results filed as active; i = inactive; . = no result given. Rule as the data show it, unless noted: active = cytotoxicity above about 50%; inactive = the rest.

SMILES	Spn DPM-DC inh	LYP inhibition	Bfl-1 displacement	HPDE-C7K KRASV12	Spn MK inh	HPDE-C7 viability	Spn PMK inh	Alkaline phosphatase	HT1080 viability	others
COc1ccccc1C(CC(=O)Nc1nccs1)c1ccco1 (stereo unspecified)	i	15%	-3%	-15%	0	-7%	0	13%	-4%
COc1ccc(CNC(=O)C2CCNCC2)cc1	i	-7%	-7%	-10%	8	-4%	0	24%	1%
Cc1nnc(SCC(=O)NCCN2C(=O)CSC2=O)s1	i	5%	4%	-28%	0	-26%	19	2%	13%	Spn PMK inh pilot replicates=0.0;Spn MK inh pilot replicates=0.0;Spn DPM-DC inh pilot screen %=3.5
O=C(NC1CCCCC1)N1CCCC(c2nc3ccccc3[nH]2)C1 (stereo unspecified)	i	-3%	-13%	24%	0	9%	4	9%	32%
Cn1c(=O)c2c(nc(CN3CCc4ccccc4C3)n2CC(=O)c2ccccc2)n(C)c1=O	i	-5%	.	.	7	.	5	.	-6%
CC(C)CC(NC(=O)C1CCC(C)CC1)C(=O)Nc1cccnc1 (stereo unspecified)	i	11%	-4%	-26%	7	-27%	0	2%	8%
Cc1cc(C)n(S(=O)(=O)c2cc(C(=O)O)c(Cl)cc2Cl)n1	i	0%	-1%	-12%	10	-34%	14	20%	8%	Spn PMK inh pilot replicates=2.0;Spn MK inh pilot replicates=0.0;Spn DPM-DC inh pilot screen %=1.5
O=C(Nc1ccc(C(F)(F)F)cc1Cl)c1ccc(Cn2cc(Br)cn2)o1	i	21%	-6%	124%*	5	63%*	7	6%	6%
C=CCNC(=O)NS(=O)(=O)c1ccc(C)cc1	i	14%	5%	-3%	10	-8%	8	7%	1%
Cc1ccc(-c2nc3cnccn3c2Nc2ccc3c(c2)OCO3)o1	i	7%	-4%	19%	0	14%	3	17%	.	Spn PMK inh pilot replicates=5.0;Spn MK inh pilot replicates=4.5;Spn DPM-DC inh pilot screen %=18
Cc1ccc(C(C)C)c(OCC(O)CN2CCOCC2)c1 (stereo unspecified)	i	10%	-9%	2%	7	2%	8	9%	-4%
O=C(CCCOc1ccccc1)Nc1cccc(C(=O)O)c1	i	-5%	2%	4%	5	-2%	5	1%	3%
Cc1c(NC(=O)C(C)OC(=O)COc2cccc3c2OC(C)(C)C3)c(=O)n(-c2ccccc2)n1C (stereo unspecified)	i	5%	-1%	-5%	0	-9%	17	12%	4%	Spn PMK inh pilot replicates=4.0;Spn MK inh pilot replicates=0.0;Spn DPM-DC inh pilot screen %=1.5
Cc1onc(-c2ccccc2Cl)c1C(=O)NCC(=O)O	i	.	4%	-1%	8	-4%	10	-4%	-10%
CCOC(=O)NC(Nc1ccc(C)cn1)(C(F)(F)F)C(F)(F)F	i	.	-12%	-11%	4	-4%	10	8%	-7%
CC1(C)CCCC2=C1CC1C(=O)N(O)C(=O)C1C2 (stereo unspecified)	i	6%	1%	-6%	7	-4%	15	5%	2%
COCCNC(=O)Nc1ccc2c(c1)N(C)C(=O)CS2	i	13%	-5%	-15%	12	-19%	0	2%	.
CN(c1ccccc1C(=O)NCC1CCCO1)S(C)(=O)=O (stereo unspecified)	i	11%	4%	-8%	6	-1%	7	3%	7%	Spn PMK inh pilot replicates=2.5;Spn MK inh pilot replicates=0.0;Spn DPM-DC inh pilot screen %=4.0
COc1ccc(NC(=O)Cn2nnc(-c3ccccc3NC(=O)c3ccco3)n2)cc1	i	.	-4%	-4%	0	-14%	9	14%	-1%
Cc1ccc(Nc2ncccc2C(=O)O)cc1C	i	.	0%	.	6	.	9	6%	3%
O=C(NCN1C(=O)C2C3C=CC(C3)C2C1=O)Nc1ccccn1 (stereo unspecified)	i	.	2%	-7%	2	-6%	11	2%	-1%
O=C(NCc1cccnc1)C1CCN(C(=O)c2ccc(Cl)cc2Cl)CC1	i	6%	4%	-12%	7	-3%	4	4%	0%
Cc1ccccc1N1CCN(C(=O)C2CCCCC2)CC1	i	6%	-10%	-1%	9	3%	0	14%	-12%
Cc1cc(=O)oc2c1ccc1oc(/C(=N/O)c3ccccc3)c(C)c12	i	6%	0%	10%	6	13%	13	15%	2%	Spn PMK inh pilot replicates=6.5;Spn MK inh pilot replicates=0.0;Spn DPM-DC inh pilot screen %=0.5
CSCC[C@H](NC(=O)CCn1nnc2ccccc2c1=O)C(=O)O	i	.	-2%	4%	8	2%	6	11%	-1%
CN(C)c1ccc(C(=O)OCC(=O)c2cccs2)cc1	i	-9%	4%	-2%	12	-4%	7	9%	2%
CCOC(=O)N1CCN(C(=O)CSCC(=O)Nc2nc(-c3ccccc3)cs2)CC1	i	-10%	.	.	8	.	15	.	0%
COC(=O)c1c(S(N)(=O)=O)c2ccccc2n1C	.	19%	-1%	-3%	7	0%	12	13%	1%
NCCc1nnc(SCc2ccccc2F)o1	i	4%	-1%	-7%	8	-2%	13	9%	7%
CC(C)(C)NC(=O)CSc1ncnc2c1nnn2Cc1ccccc1Cl	i	100%	-2%	14µM*	0	12µM*	40*	5%	5%
Cc1ccc(-n2ncc(-c3nnc(SCC(=O)NC4CCCC4)o3)c2N)cc1C	i	15%	7%	-17%	7	-19%	10	5%	10%
O=C(CCN1CCN(CC(=O)Nc2ccccc2F)CC1)Nc1ccccc1F	i	0%	-4%	-5%	0	-5%	10	4%	2%
Cc1cc(OC2CCCCC2)nc(-c2ccccc2O)n1	i	12%	-1%	4%	3	7%	12	16%	8%
CCn1c(Cc2ccccc2)nnc1SCC(=O)Nc1nccs1	i	1%	2%	-9%	7	-3%	9	12%	5%
CCN(CC(=O)NC1CCCCC1)S(=O)(=O)c1ccc(Cl)cc1	i	11%	-1%	-14%	5	-7%	5	5%	11%
COc1ccc(C(c2nnnn2Cc2cccs2)N2CCN(c3ccccc3F)CC2)cc1 (stereo unspecified)	i	2%	0%	-2%	6	-6%	6	7%	-7%
Cn1c(=O)n(Cc2ccc(Cl)cc2)c(=O)c2c1nc1n2CCN1Cc1ccco1	i	-6%	2%	28%	8	15%	13	-1%	28%
CCOC(=O)c1ccccc1NS(=O)(=O)c1ccccc1	i	0%	3%	35%	0	20%	0	14%	37%
Cc1cc(C(=O)Nc2sc3c(c2C#N)CCC(C(C)(C)C)C3)no1 (stereo unspecified)	i	16%	-9%	24%	0	35%	16	5%	-12%
O=C(c1cc(-c2cccs2)on1)N1CCN(c2ccccc2)CC1	i	0%	-3%	51%*	7	51%*	6	7%	8%

Reprinted at random: 4 entries already listed.
SMILES	Spn DPM-DC inh	LYP inhibition	Bfl-1 displacement	HPDE-C7K KRASV12	Spn MK inh	HPDE-C7 viability	Spn PMK inh	Alkaline phosphatase	HT1080 viability	others
Cc1ccc(-n2ncc(-c3nnc(SCC(=O)NC4CCCC4)o3)c2N)cc1C	i	15%	7%	-17%	7	-19%	10	5%	10%
CCN(CC(=O)NC1CCCCC1)S(=O)(=O)c1ccc(Cl)cc1	i	11%	-1%	-14%	5	-7%	5	5%	11%
Cc1cc(OC2CCCCC2)nc(-c2ccccc2O)n1	i	12%	-1%	4%	3	7%	12	16%	8%
CCOC(=O)c1ccccc1NS(=O)(=O)c1ccccc1	i	0%	3%	35%	0	20%	0	14%	37%

Back to the main list; the two compounds before the break are reprinted first.
SMILES	Spn DPM-DC inh	LYP inhibition	Bfl-1 displacement	HPDE-C7K KRASV12	Spn MK inh	HPDE-C7 viability	Spn PMK inh	Alkaline phosphatase	HT1080 viability	others
Cc1cc(C(=O)Nc2sc3c(c2C#N)CCC(C(C)(C)C)C3)no1 (stereo unspecified)	i	16%	-9%	24%	0	35%	16	5%	-12%
O=C(c1cc(-c2cccs2)on1)N1CCN(c2ccccc2)CC1	i	0%	-3%	51%*	7	51%*	6	7%	8%
Cc1ccc(NC(=O)COC(=O)CCc2c[nH]c(=O)[nH]2)cc1	i	6%	-2%	5%	8	-1%	0	8%	-2%
CC(C)(C)NS(=O)(=O)c1cccc(S(=O)(=O)c2cccc(S(=O)(=O)NC(C)(C)C)c2)c1	i	14%	-8%	13%	0	19%	11	6%	-2%
COC(=O)C1=C(C)OC(N)=C(C#N)C1c1c(C)nn(-c2ccccc2)c1Cl (stereo unspecified)	i	13%	3%	-1%	6	-41%	0	8%	-10%	Spn PMK inh pilot replicates=0.0;Spn MK inh pilot replicates=0.0;Spn DPM-DC inh pilot screen %=1.0
CCOC(=O)C(C)Oc1ccc(C2NC(=O)NC(C)=C2C(=O)Nc2ccccc2C)cc1 (stereo unspecified)	i	12%	0%	6%	15	5%	8	6%	2%
O=C(Nc1ccc(Cl)cn1)C1CCCN1S(=O)(=O)c1ccccc1 (stereo unspecified)	i	.	0%	-24%	3	1%	7	16%	-4%
COc1ccccc1OCC(=O)Nc1ccccn1	i	.	-3%	6%	0	1%	12	10%	-2%
Cc1cc(C)c2nc(-c3ccccn3)cc(C(=O)Nc3cc(C)on3)c2c1	i	0%	5%	8%	4	7%	7	15%	8%
O=C1NC(=O)c2c(NC(=O)C3CCCO3)cccc21 (stereo unspecified)	i	13%	3%	-1%	3	2%	0	-5%	7%
O=C(Nc1ccc(Cl)cn1)C1CCCN1S(=O)(=O)c1ccc(Cl)cc1 (stereo unspecified)	i	.	-2%	1%	2	-5%	3	1%	-8%

2 neighbouring entries from above, for reference:
SMILES	Spn DPM-DC inh	LYP inhibition	Bfl-1 displacement	HPDE-C7K KRASV12	Spn MK inh	HPDE-C7 viability	Spn PMK inh	Alkaline phosphatase	HT1080 viability	others
COc1ccccc1OCC(=O)Nc1ccccn1	i	.	-3%	6%	0	1%	12	10%	-2%
Cc1cc(C)c2nc(-c3ccccn3)cc(C(=O)Nc3cc(C)on3)c2c1	i	0%	5%	8%	4	7%	7	15%	8%

Hits appear at their usual frequency; overall some 3.4% were active at least once.
